NadD inh – blocks S. aureus nicotinate mononucleotide adenylyltransferase. hit rate 0.78% among 360,000. inhibition, % at 20 µM. purified NadD enzyme, colorimetric absorbance read-out; in the data active = inhibition above about 26%; also: some compounds past the cut are filed as inactive
SUMO1 PPI mod – SUMO1-SIM interaction modulation; P63165; SUMO1 binding to a labelled peptide, TR-FRET, 1 h; inhibition, % at 20 µM; hit rate 0.33% among 360,000; AID 602429; in the data active = inhibition above about 37%
Target sequence (P63165 whole entry, looked up): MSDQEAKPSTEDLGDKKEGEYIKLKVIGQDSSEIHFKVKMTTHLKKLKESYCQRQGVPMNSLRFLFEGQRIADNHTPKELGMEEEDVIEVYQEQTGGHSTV
Rpn11 inh – blocks the human proteasome subunit Rpn11 | hit rate 0.59% among 360,000 | AID 588493 | O00487 | human 26S proteasome, Ub4-pepOG fluorescence polarization; 20S core pre-blocked with epoxomicin | calls only at 20 µM;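 active = inhibition at 20 µM, scaled to each plate's controls, above about 33%, limit read from the data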
DNMT1 inh – blocks human DNA methyltransferase DNMT1; P26358; DNMT1 molecular beacon, Hinp1I cleavage, fluorescence; inhibition (reported as % activation of signal), % at 10 µM; hit rate 0.83% among 360,000; AID 588458; in the data active = inhibition above about 50%
TbMetRS inhib – blocks T. brucei methionyl-tRNA synthetase activity; purified T. brucei MetRS, ATP depletion, Kinase-Glo luminescence; inhibition, % at 11.9 µM; hit rate 0.4% among 360,000; AID 624268;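 active = inhibition above a per-plate cutoff of the control wells' mean inhibition plus 3 SD, cut at about 5.5% in these data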;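 also: 0% = DMSO wells median and 100% = median of wells with control inhibitor compound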
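Test system: purified T. brucei MetRS enzyme. Also added: ATP, methionine and E. coli bulk tRNA substrates. Compound: 11.9 µM single point. Schedule: 15 min enzyme-compound preincubation, 2 h reaction, 10 min detection, 25 °C. Signal: luciferase luminescence of residual ATP, Kinase-Glo. Evaluation: percent inhibition versus plate control medians. Controls: DMSO wells, low control.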
CSN deneddyl inh – CSN deneddylation inhibition. hit rate 0.38% among 360,000. Purified CSN, SCF-Nedd8-OG deneddylation, fluorescence polarization. inhibition, % at 12.5 µM. AID 651999;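 active = pattern-corrected inhibition above about 35%, with an unprinted fluorescence ratio check between 0.5 and 1.5, limit read from the data, passing the limit was not always enough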;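 also: 0% = enzyme with substrate and 100% = substrate without enzyme; some results filed as inactive read as strong as hits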
Target sequence (Q92905 whole entry, looked up, one chain of several): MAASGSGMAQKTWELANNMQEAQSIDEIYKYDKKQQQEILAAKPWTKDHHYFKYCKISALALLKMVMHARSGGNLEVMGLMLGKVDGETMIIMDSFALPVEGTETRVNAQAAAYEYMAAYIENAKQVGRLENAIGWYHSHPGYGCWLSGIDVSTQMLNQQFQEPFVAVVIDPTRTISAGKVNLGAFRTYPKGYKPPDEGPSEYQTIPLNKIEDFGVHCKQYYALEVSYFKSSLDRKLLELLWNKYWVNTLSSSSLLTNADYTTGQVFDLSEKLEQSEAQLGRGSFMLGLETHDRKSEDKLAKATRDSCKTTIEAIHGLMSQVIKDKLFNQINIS
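Assay system: Purified human Csn5 enzyme expressed in HEK293T cells | Amount: Enzyme 0.24 nM | Measured by: Fluorescence polarization readout | Medium: Tris/NaCl/DTT buffer, pH 7.5 | Compound dosing: One concentration, 12.5 µM, 0.25% DMSO | Times: 90 min incubation of compound, enzyme and substrate at room temperature | Control set: no-enzyme wells high, enzyme-with-substrate wells low | Read-out: % inhibition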
Scp1 inh – blocks human Scp-1 phosphatase activity | Q9GZU7 | Recombinant Scp1, phosphopeptide, malachite green phosphate absorbance | inhibition, % at 20 µM | hit rate 0.88% among 340,000 | AID 493091;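 active = inhibition above about 50% at 20 µM, limit read from the data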;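 also: plate controls were DMSO wells with enzyme for no effect and wells lacking enzyme for full effect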
Target sequence (Q9GZU7 76-261 limits assumed): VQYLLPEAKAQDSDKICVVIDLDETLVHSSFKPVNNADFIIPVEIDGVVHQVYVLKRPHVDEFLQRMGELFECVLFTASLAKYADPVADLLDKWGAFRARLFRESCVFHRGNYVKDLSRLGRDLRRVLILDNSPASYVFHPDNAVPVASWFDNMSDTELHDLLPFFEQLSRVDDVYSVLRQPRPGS
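Material: truncated SCP-1 phosphatase (76-261aa) / Buffer or medium: 50 mM Tris acetate pH 5.5, 0.005% Tween-20, 10 mM MgCl2 / Compound dosing: one concentration, 20 µM, with 1.0% DMSO / Incubation: 45 min room-temperature reaction, 5 min colour, 30 min stabiliser / Detection: colorimetric free-phosphate detection, absorbance 630 nm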
LMPTP block – LMPTP (human) inhibition. inhibition, % at 20 µM. hit rate 0.22% among 360,000. AID 651560. recombinant LMPTP-A, OMFP fluorogenic substrate, fluorescence intensity;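 active = compounds that cut the enzyme signal by at least half of the control window in the single-dose screen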;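 also: plate controls were DMSO wells with enzyme plus substrate for no effect and substrate without enzyme for full effect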
Target sequence (P24666 whole entry, looked up): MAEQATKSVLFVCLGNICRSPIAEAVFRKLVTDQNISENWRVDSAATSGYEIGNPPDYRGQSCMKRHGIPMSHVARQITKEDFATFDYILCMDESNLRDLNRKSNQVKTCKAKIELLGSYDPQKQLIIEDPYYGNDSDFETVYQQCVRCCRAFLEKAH
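Test system: LMPTP-A, protein tyrosine phosphatase of low molecular weight; Input: 0.625 nM enzyme; Incubation: 50 min dark incubation at room temperature; Signal: endpoint fluorescence intensity from OMFP dephosphorylation; Read-out basis: % inhibition versus control wells.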
MsrA inh – inhibits bovine methionine sulfoxide reductase A | inhibition, % at 15.5 µM | purified bovine MsrA, absorbance read-out | hit rate 0.75% among 360,000; in the data active = inhibition above about 4.5%;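 also: 0% = vehicle wells with enzyme and 100% = reference inhibitor wells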
STEP inh – STEP (human) phosphatase inhibition; inhibition, % at 20 µM; recombinant STEP, OMFP fluorogenic substrate, fluorescence; AID 588621; hit rate 0.25% among 360,000; P54829;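 active = inhibition at 20 µM, scaled per plate between control wells, above about 37%, limit read from the data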;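 also: 0% = DMSO with enzyme and substrate and 100% = substrate only without enzyme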
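Material: STEP (striatal-enriched tyrosine phosphatase) enzyme, cell-free | Medium: 50 mM Bis-Tris pH 6.0 with 2.5 mM DTT and 0.005% Tween 20 | Read-out: Percent inhibition scaled to no-enzyme and uninhibited-enzyme controls, plate-pattern corrected | Signal: Fluorescence read at 480 nm ex / 540 nm em | Times: 20 min reaction, room temperature, in the dark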
* marks the source's active call; other numbers are inactive results; i = inactive; · = no result given. No enrichment for hits. Share with any hit: about 3.9%.

| NadD inh | smiles | SUMO1 PPI mod | Rpn11 inh | DNMT1 inh | TbMetRS inhib | CSN deneddyl inh | Scp1 inh | LMPTP block | MsrA inh | STEP inh |
| --- | --- | --- | --- | --- | --- | --- | --- | --- | --- | --- |
| 0 | NCCSC1CC(=O)N(c2ccc(F)cc2)C1=O (centres undefined) | -1 | i | -12 | -0.5 | -4 | -12 | -3.7 | -0.5 | -1 |
| 3 | CCOC(=O)N1CCC(NC(=O)CSCc2nc(-c3cccc(OC)c3)oc2C)CC1 | 3 | i | -2 | 0.2 | 2 | -6 | 0.6 | -0.6 | 0 |
| 5 | O=C(Nc1ccc(N2CCN(C(=O)c3ccco3)CC2)cc1)c1cc(Br)ccc1Cl | 5 | i | -5 | 0.5 | 0 | -7 | 1.3 | -0.1 | 1 |
| -4 | Cc1cc(C)n(C(=O)CNc2ccc(C)c(C)c2)n1 | -10 | i | -2 | -1.5 | -1 | -9 | 0.0 | -0.9 | -2 |
| 3 | CCCCC12CN3CCN(CC(C3)/C1=N\NC(=O)Nc1ccccc1)C2 | 2 | i | 6 | 0.3 | 42* | -4 | -0.7 | -0.8 | 1 |
| -2 | O=C(NC1CCCCC1)NC1CCN(C(=S)NCc2ccco2)CC1 | -2 | i | -1 | -1.3 | 0 | -5 | -4.9 | 0.7 | 1 |
| -3 | CC1CCC(NC(=O)COC(=O)c2ccco2)CC1 (centres undefined) | 3 | i | 7 | -0.2 | -4 | -2 | -0.5 | -0.8 | -3 |
| 8 | O=C(C1=NN[C@@H]2C(=O)N(c3ccccc3C(F)(F)F)C(=O)[C@H]12)c1ccc2ccccc2n1 | -21 | i | 12 | -0.5 | -1 | -2 | 0.0 | 2.8 | 1 |
| -6 | O=C(O)Cn1c(=S)sc2ccccc21 | -1 | i | -1 | -0.9 | -6 | -5 | -0.6 | 2.8 | -2 |
| -6 | COc1ccc(-c2cn[nH]c2-c2ccc(OC)cc2O)cc1 | -5 | i | -5 | -0.6 | 2 | -2 | 2.0 | 1.0 | -1 |
| -4 | CCc1ccc(C(=O)NNC(=O)C2CSC3(C)CCC(=O)N23)cc1 (centres undefined) | 8 | i | 0 | 0.0 | -1 | -11 | -0.3 | 1.7 | -1 |
| -2 | CC(C)(C)OC(=O)C[C@H]1C/C=C\C[C@H](CC(=O)NCCO)C(=O)N[C@@H](c2ccccc2)COC1=O | 9 | i | 11 | 0.3 | 1 | 1 | -0.2 | 0.3 | -2 |
| -1 | CCC(=O)N1CC2(c3ccccc3)CN(C(=O)CC)CC(c3ccccc3)(C1)C2=O | 0 | i | -1 | 0.2 | -3 | -8 | -1.5 | -0.3 | 0 |
| 3 | CCNC(=S)N1CCCCC1CO (centres undefined) | 1 | i | -2 | -0.6 | 7 | -10 | 0.3 | -0.1 | -1 |
| 15 | O=C(/C=C/c1ccc([N+](=O)[O-])cc1)Nc1ncc([N+](=O)[O-])s1 | 8 | i | -12 | 0.1 | 8 | -12 | 0.7 | -0.9 | 10 |
| 5 | COc1ccc(-c2cn3c(C)c(C(=O)N4CCCc5ccccc54)sc3n2)cc1 | 10 | i | -10 | 0.2 | -3 | 6 | 6.5 | 0.9 | 5 |
| 1 | O=C1c2cccc(OCC(=O)N3CCCc4ccccc43)c2CCN1Cc1cccnc1 | -3 | i | 1 | 1.6 | -9 | 3 | 0.8 | -0.4 | -1 |
| -3 | CC(=O)c1cccc(OCc2cc(C(=O)N(C)CCc3ccccn3)no2)c1 | 2 | i | 2 | -0.8 | 0 | -2 | 1.2 | -0.6 | 1 |
| -8 | C/C(=N\NC(=O)c1nc2ccccn2c1C)c1cccc([N+](=O)[O-])c1 | -25 | i | 0 | -0.2 | -3 | -2 | -0.8 | 1.6 | -4 |
| 0 | O=C(NCC1OCCCN1S(=O)(=O)c1cc(F)ccc1F)C(=O)NC1CCCC1 (centres undefined) | -1 | i | 0 | 0.2 | -3 | -3 | -1.7 | 0.7 | 1 |
| -11 | CCN(CC(=O)Nc1ccc(OC)cc1)C(=O)Cc1coc2cc(C)c(C)cc12 | -18 | i | -6 | -0.4 | 3 | -2 | -8.1 | 0.5 | -1 |
| -5 | COc1cccc(NC(=O)N2CCN(c3nc(-c4cccc(OC)c4)cs3)CC2)c1 | 4 | i | -13 | -0.2 | 0 | 29 | 5.9 | 0.3 | -1 |
| -4 | CCCCn1c(-c2ccc(OC)cc2)nc2c(=O)n(C)c(=O)[nH]c21 | 7 | i | 1 | 0.1 | 4 | -10 | -1.9 | -0.7 | 0 |
| -3 | CN(c1ccc(OCC(=O)N2CCCC2)cc1)S(=O)(=O)c1ccc(Cl)cc1 | -1 | i | 0 | -0.2 | -4 | 8 | 0.5 | 0.8 | -1 |
| 5 | Cc1ccc(CNC(=O)C2CCN(S(=O)(=O)c3cnc[nH]3)CC2)cc1 | -4 | i | 6 | -0.8 | 0 | -4 | -1.4 | -1.2 | -2 |
| -1 | Cc1ccc(S(=O)(=O)N2CCCCC2)cc1NC(=O)CN1C(=O)CN(C)C1=O | 1 | i | 1 | -0.5 | -3 | -3 | -0.8 | -0.4 | -1 |
| 0 | CCOC(=O)C1(CC2CC2)CCN(Cc2cnc(-c3ccccc3C)nc2)CC1 | -1 | i | -1 | -0.5 | 4 | -6 | 1.0 | 1.4 | 2 |
| -4 | COc1cc(-c2cc3nc(NCCN(C)C)ccn3n2)cc(OC)c1OC | 0 | i | -3 | 0.0 | 1 | · | -4.5 | 0.0 | 0 |
| 5 | O=C(Nc1nnc(-c2ccco2)o1)C1CCCCC1 | 3 | i | 4 | -0.3 | 1 | -6 | -1.7 | 0.2 | 0 |
| 2 | O=C(N/N=C/c1cccc(Cl)c1Cl)Nc1ccccc1 | 0 | i | 16 | -0.8 | 1 | -3 | 0.8 | -0.4 | -4 |
| -3 | Cc1ccc2cc3c(N)[nH]nc3nc2c1 | -14 | i | -1 | 0.4 | -1 | -4 | 0.3 | 0.5 | -3 |
| -5 | CCN1C(=O)C(CC(=O)Nc2ccc(Cl)cc2)N(NC(=O)c2ccncc2)C1=S (centres undefined) | 8 | i | 0 | 0.4 | -1 | 8 | 1.2 | 1.4 | 0 |
| -6 | CC(C)/C=C/CN1CCN(CCCc2ccccc2)C(CCO)C1 (centres undefined) | -1 | i | 0 | -0.7 | -2 | 0 | -2.1 | -0.3 | -2 |
| 0 | Cc1sc(NC(=O)CS(=O)(=O)c2ccccc2)c(C#N)c1C | 3 | i | 8 | -0.4 | -1 | -3 | -0.9 | 1.3 | 2 |
| 3 | CCCOc1ccc(/C=N/NC(=O)CN2CCCCC2)cc1 | 0 | i | 0 | -0.7 | 2 | -5 | -1.1 | 2.5 | 1 |
| -4 | COc1cc(OC)cc(-c2cc3nc(C)c(CCC(=O)NC(C)CCc4ccco4)c(C)n3n2)c1 (centres undefined) | 8 | i | -2 | -0.3 | 1 | -2 | 1.2 | -0.5 | 4 |
| 12 | Cc1ccc2[nH]c(=O)c(CN(Cc3cccs3)Cc3nnnn3Cc3ccccc3)cc2c1 | -23 | i | -1 | 9.1* | 5 | 8 | 2.5 | 1.0 | 3 |
| -1 | CCc1ccc(NC(=O)CN(c2ccccc2)S(=O)(=O)N(C)C)cc1 | -1 | i | 18 | -1.2 | 1 | 30 | 0.6 | 1.2 | 6 |
| -1 | Cc1ccc(S(=O)(=O)NCC(=O)Nc2cccnc2)cc1C | 4 | i | 0 | -0.2 | -1 | -12 | -1.7 | -1.6 | 0 |
| 0 | COc1ccc(/C=N/NC(=O)c2ccc(N(C)S(=O)(=O)c3ccccc3)cc2)c(OC)c1 | -2 | i | -2 | -0.7 | -3 | -4 | 0.8 | 1.8 | -1 |

Arranged by molecular weight (highest first): some entries from above
| NadD inh | smiles | SUMO1 PPI mod | Rpn11 inh | DNMT1 inh | TbMetRS inhib | CSN deneddyl inh | Scp1 inh | LMPTP block | MsrA inh | STEP inh |
| --- | --- | --- | --- | --- | --- | --- | --- | --- | --- | --- |
| -5 | COc1cccc(NC(=O)N2CCN(c3nc(-c4cccc(OC)c4)cs3)CC2)c1 | 4 | i | -13 | -0.2 | 0 | 29 | 5.9 | 0.3 | -1 |
| -1 | CCC(=O)N1CC2(c3ccccc3)CN(C(=O)CC)CC(c3ccccc3)(C1)C2=O | 0 | i | -1 | 0.2 | -3 | -8 | -1.5 | -0.3 | 0 |
| -4 | COc1cc(-c2cc3nc(NCCN(C)C)ccn3n2)cc(OC)c1OC | 0 | i | -3 | 0.0 | 1 | · | -4.5 | 0.0 | 0 |
| 2 | O=C(N/N=C/c1cccc(Cl)c1Cl)Nc1ccccc1 | 0 | i | 16 | -0.8 | 1 | -3 | 0.8 | -0.4 | -4 |

(continued)
| NadD inh | smiles | SUMO1 PPI mod | Rpn11 inh | DNMT1 inh | TbMetRS inhib | CSN deneddyl inh | Scp1 inh | LMPTP block | MsrA inh | STEP inh |
| --- | --- | --- | --- | --- | --- | --- | --- | --- | --- | --- |
| -4 | COc1cccc(CNc2ccc(C(=O)O)cc2)c1OCc1ccccc1 | -1 | i | 1 | -0.4 | 8 | 8 | -0.2 | -0.2 | -1 |
| 6 | CCOC(=O)c1ccc(-n2c(CN3CCC(O)CC3)nc3ccc([N+](=O)[O-])cc3c2=O)cc1 | -31 | i | -2 | -0.4 | 0 | -9 | 0.4 | 1.1 | 0 |
| 0 | O=C(CNC(=S)NC(=O)c1ccc(F)cc1)c1ccccc1 | 0 | i | 3 | -1.1 | 4 | -10 | -0.6 | -1.2 | 2 |
| -4 | COC(=O)CC1C(=O)NCCN1C(=O)c1ccc(S(=O)(=O)N2CCOCC2)cc1 (centres undefined) | 6 | i | 0 | 0.4 | -7 | -4 | -0.6 | -0.3 | 1 |
| 1 | Nc1c(-c2ccc(Cl)cc2)nnn1-c1ccccc1 | -1 | i | 1 | -0.3 | 0 | 0 | -0.4 | 0.3 | 4 |
| 1 | CCOc1ccc(/C=C/C(=O)OCC(=O)Nc2cccc(S(=O)(=O)N3CCCC3)c2)cc1 | -8 | i | -10 | -0.2 | 0 | -8 | 4.7 | 1.3 | 2 |
| -1 | O=C(CSc1ccc(Cl)cc1)Nc1cccc(-c2nc3ncccc3o2)c1 | 1 | i | -13 | 0.1 | 6 | 1 | 3.0 | 2.0 | 1 |

Screening results from PubChem BioAssay.
